Source: PubChem
GAA spleen mod: inhibits or activates alpha-glucosidase in human spleen homogenate | P10253 | human spleen homogenate, 4-MU-alpha-glucoside fluorescence | Potency, µM (highest dose often 79.9 µM), for the others: at the top dose activity change, negative = inhibition, hits mostly inhibitors | 240,000 compounds, 0.006% hits | AID 2112;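 also: 0% = enzyme with vehicle and -100% = no enzyme basal signal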
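Enzyme source: human spleen homogenate, 1 ug/well. Buffer 50 mM citric acid/K phosphate pH 5.0, 0.01% Tween-20. 4-MU-alpha-glucoside 1 mM; 37 C x 40 min; NaOH/glycine stop; fluorescence.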
GAA glycogen: GAA glycogen-cleavage inhibition or activation; P10253; recombinant GAA, glycogen substrate, Amplex Red glucose oxidase fluorescence; AID 2100; Potency, µM (top dose mostly 76.4 µM), without a hit: top-dose activity change, negative = inhibition, usual class: inhibitors; 300,000 compounds, 0.38% hits;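 also: 0% = full enzyme reaction and -100% = no-enzyme basal signal; the screen sought inhibitors and activators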
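Recombinant enzyme (4 nM final) with compounds titrated up to 77 uM and bovine liver glycogen (30 ug) in citrate pH 5.0, 0.01% Tween-20, 37 C 40 min. Released glucose detected by Amplex Red/glucose oxidase (Ex 573/Em 610); AC50 from Hill fits.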
Tau ThT inhib: blocks human tau fibril formation measured by thioflavin T | recombinant tau K18 P301L, heparin-induced fibrillization, ThT fluorescence | Potency, µM (highest dose often 57.4 µM), inactives show top-dose activity, negative = inhibition, usual class: inhibitors | 270,000 compounds, 2.1% hits | AID 1460; also: % is scaled to controls: 0 for no effect and ±100 for the full control effect; nearly all actives have a fitted effect of over 55% in size
Target sequence (P10636 561-689 P618L limits assumed): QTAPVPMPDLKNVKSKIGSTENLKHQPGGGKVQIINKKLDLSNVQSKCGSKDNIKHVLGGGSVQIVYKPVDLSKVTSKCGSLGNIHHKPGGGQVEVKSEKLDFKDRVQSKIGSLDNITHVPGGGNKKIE
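Recombinant human tau K18 fragment […] carrying P301L, 15 uM unlabeled plus 0.24 uM Alexa 594-labeled, was fibrillized with 20 uM heparin in 100 mM sodium acetate pH 7 for 6 hr at 37 C; 30 uM ThT fluorescence read after 1 hr.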
HTT ATP protect: Huntington cell model cytoprotection by ATP luminescence | Potency, µM (highest dose often 56.4 µM), for the others: cytoprotection (ATP increase), actives largely listed as activators | 230,000 compounds, 0.14% hits | PC12 HTT-Q103 induced, cytoprotection, ATP luminescence, 40 h;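 also: % of control where 0% means no effect; nearly all actives have a fitted effect of over 45% in size; toxic huntingtin expression switched on by the ecdysone agonist tebufenozide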
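PC12 cells stably carrying ecdysone-inducible Htt exon 1 (Q103)–GFP were induced with 100 nM tebufenozide (final) alongside library compounds in a dose series. Cytoprotection was scored as retained ATP by ATPlite luminescence.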
GAA inh: alpha-glucosidase (human) inhibition. P10253. purified human GAA, 4-MU-alpha-glucoside fluorescence. Potency, µM (series often up to 76.9 µM), for the others: at the top dose activity change, negative = inhibition, actives largely listed as inhibitors. 200,000 compounds, 0.005% hits. AID 1466;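 also: plate controls were uninhibited enzyme wells for no effect and no-enzyme background for full effect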
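AC50 values come from Hill fits of compound titrations (up to 77 uM) against 4 nM human enzyme. Substrate 4-methylumbelliferyl-alpha-D-pyranoside at 400 uM, pH 5.0 citrate buffer, 20 min room temperature; fluorescence Ex 365/Em 440 after alkaline stop.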
GLA spleen mod: alpha-galactosidase A (human) modulation; P06280; human spleen homogenate, 4MU-alpha-Gal fluorescence, 40 min; Potency, µM (top dose mostly 80 µM), for inactives: at the top dose activity change, negative = inhibition, most hits filed as inhibitors; 240,000 compounds, 0.008% hits;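 also: 0% = enzyme with vehicle and -100% = no enzyme basal signal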
Target sequence (P06280 32-429 limits assumed): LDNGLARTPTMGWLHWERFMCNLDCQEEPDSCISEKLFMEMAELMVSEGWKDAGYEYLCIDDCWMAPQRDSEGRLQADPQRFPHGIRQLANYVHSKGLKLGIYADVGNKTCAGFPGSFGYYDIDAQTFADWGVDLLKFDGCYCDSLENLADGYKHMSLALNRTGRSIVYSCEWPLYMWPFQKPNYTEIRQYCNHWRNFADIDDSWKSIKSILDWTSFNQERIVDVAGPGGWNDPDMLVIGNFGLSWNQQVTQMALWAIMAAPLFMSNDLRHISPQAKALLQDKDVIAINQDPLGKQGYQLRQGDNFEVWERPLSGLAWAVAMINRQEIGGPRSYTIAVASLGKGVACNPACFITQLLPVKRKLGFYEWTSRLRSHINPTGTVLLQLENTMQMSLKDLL
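Human spleen homogenate (1 ug) was the enzyme source, with 4-methylumbelliferyl-alpha-D-galactopyranoside (1 mM final) in pH 5.0 citrate buffer with 0.01% Tween-20. Compounds were titrated; after 40 min at 37C, NaOH/glycine stop, 4-MU fluorescence read; AC50 from Hill fits.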
Tau fibril FP: blocks human tau fibril formation measured by polarization | P10636 | K18 P301L tau heparin fibrillization, Alexa594 FP, 6 h | Potency, µM (series often up to 57.7 µM), without a hit: at the top dose activity, negative = inhibition, most hits filed as inhibitors | 280,000 compounds, 0.39% hits | AID 1468; also: % is scaled to controls: 0 for no effect and ±100 for the full control effect; nearly all actives have a fitted effect of over 55% in size
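Human tau K18 […] P301L fragment, 15 uM unlabeled plus 0.24 uM Alexa 594-labeled tau (final), with compound and 20 uM heparin in 100 mM sodium acetate pH 7; 6 hr at 37 C, then Alexa 594 FP read.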
Tau fluor counter: counter-screen for tau fibril formation inhibitors; tau K18 P301L Alexa594 fluorescence, heparin fibrillization; Potency, µM (top dose mostly 57.7 µM), for the others: at the top dose activity change, negative = decrease; 280,000 compounds, 0.93% hits; also: % is scaled to controls: 0 for no effect and ±100 for the full control effect; nearly all actives have a fitted effect of over 55% in size
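Human tau K18 P301L (15 uM unlabeled, 0.24 uM Alexa 594-labeled) in 100 mM sodium acetate pH 7 with 20 uM heparin, 6 hr at 37 C. ThT 30 uM added, 1 hr ambient; Alexa 594 FP and total fluorescence read at 555/632 nm.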
Numbers without * were called inactive; ? = inconclusive; · = not tested or not shown; [ ] = another dose, or the depositor's remark. Calls follow the shape of the dose curve; as a rule, active = well fitted curve in the direction sought with a large enough effect; inconclusive = small, poorly fitted or top-dose-only effect, or another doubt; inactive = no such curve, though single readings can be large; an effect the other way counts as inactive or inconclusive. Potency is read from the fitted curve at half-maximal effect. No enrichment for hits. About 3.3% of those tested had a hit in this group.

Structure	GAA spleen mod	GAA glycogen	Tau ThT inhib	HTT ATP protect	GAA inh	GLA spleen mod	Tau fibril FP	Tau fluor counter
COc1ccc(OCCNS(=O)(=O)Cc2ccccc2)cc1	-3%	7%	-13%	-4%[10 µM]	-4%	0%	-2%	-9%
O=C(CCCc1nc(-c2ccccc2)no1)NCc1cccnc1	3%	-13%	-4%	-15%[0.074 µM]	1%	3%	2%	-4%
O=C(COC(=O)c1cc([N+](=O)[O-])ccc1NCCO)c1ccccc1	-3%	-3%	3%	2%[10 µM]	-2%	0%	3%	-3%
O=c1ccnc(SCn2nnc3ccccc3c2=O)[nH]1	6%	4%	-7%	-5%	?	-17%	-2%	-3%
CN(c1ccccc1)c1nc(N)c([N+](=O)[O-])c(N2CCCCC2)n1	-9%	0%	-22%	1%[10 µM]	·	-2%	1%	-13%
CCOC(=O)c1cnc2ccccc2c1Nc1cc(C(=O)O)ccc1C	2%	14%	-12%	-19%	0%	-4%	-5%	-10%
COc1cccc(OC)c1C(=O)N1CCN(c2c(Cc3ccccc3)c(C)nc3ncnn23)CC1	-3%	6%	?	-8%	-1%	-1%	3%	-9%
CCOc1ccc(NC(=O)CN(c2cc(C)cc(C)c2)S(=O)(=O)c2c(C)noc2C)cc1	-6%	-4%	3%	-13%[10 µM]	3%	2%	-11%	-20%
COc1ccc(-n2c(=O)c3c4c(sc3n(Cc3ccc(C(C)(C)C)cc3)c2=O)CCC4)c(OC)c1	·	3%[76.3 µM]	-7%	·	·	·	-8%	-10%
COc1ccc(OC(C)C(=O)NCc2nc(-c3ccc(Cl)cc3)no2)cc1 (configuration not stated)	·	-10%[76.3 µM]	-12%	·	·	·	1%	-26%
CN1CCN(C(=S)Nc2ccc(Cl)c(Cl)c2)CC1	-3%	3%	9%	·	-5%	-3%	4%	7%
O=C(Cn1c(=O)n(Cc2ccco2)c(=O)c2ccccc21)NCC1CCCO1 (configuration not stated)	-13%	2%	-6%	0%	-10%	0%	-2%	-3%
COc1ccc(NC(=O)/C=C/c2cc(Br)ccc2OC)cc1	-9%	-8%	?	-14%	-1%	-6%	6%	-29%
COC(=O)C(NC(=O)C(C)Oc1ccccc1)C(C)C (configuration not stated)	-6%	2%	-18%	-9%[0.074 µM]	0%	3%	-4%	-4%
COc1ccc(C2CC(=O)c3sc(NC(C)=O)nc3C2)cc1 (configuration not stated)	-3%	-4%	?	·	?	1%	-9%	-3%
COC(=O)C(C(=O)OC)[C@@H]1O[C@@]23COC=C[C@]2(C)[C@H]3c2ccccc21	6%	·	-8%	-24%	·	-7%	-4%	-11%
COc1ccc(OC)c(NC=C2C(=O)OC(C)(C)OC2=O)c1	2%	5%	2%	28%	0%	-2%	4%	-1%
COc1ccc(CCn2ccc(O)c(Cc3c(F)cccc3Cl)c2=O)cc1OC	-14%	-9%	-7%	-11%	0%	-3%	3%	1%
CCOc1ccc(-c2cc(OC(=O)c3ccc(OC)cc3)c3c(C)oc(C)c3c(=O)c2)cc1	·	-10%[76.3 µM]	?	·	·	·	-19%	-27%
CCOC(=O)N1CCC(NC(=O)c2ccccc2C(=O)O)CC1	0%	1%	·	9%[10 µM]	·	-1%	-7%	-7%

Exported field by field: entries from further up
mol: COc1ccc(-n2c(=O)c3c4c(sc3n(Cc3ccc(C(C)(C)C)cc3)c2=O)CCC4)c(OC)c1
  GAA spleen mod: ·; GAA glycogen: 3%[76.3 µM]; Tau ThT inhib: -7%; HTT ATP protect: ·; GAA inh: ·; GLA spleen mod: ·; Tau fibril FP: -8%; Tau fluor counter: -10%
mol: CCOC(=O)N1CCC(NC(=O)c2ccccc2C(=O)O)CC1
  GAA spleen mod: 0%; GAA glycogen: 1%; Tau ThT inhib: ·; HTT ATP protect: 9%[10 µM]; GAA inh: ·; GLA spleen mod: -1%; Tau fibril FP: -7%; Tau fluor counter: -7%

Going on with the list:
Structure	GAA spleen mod	GAA glycogen	Tau ThT inhib	HTT ATP protect	GAA inh	GLA spleen mod	Tau fibril FP	Tau fluor counter
CC(C)CCn1c(=O)c2sccc2n2c(CCCC(=O)NC(C)c3ccccc3)nnc12 (configuration not stated)	·	21%[76.3 µM]	-3%	·	·	·	-8%	-10%
Cc1cc2c(c(=O)o1)[C@H](O)[C@H]1O[C@@H]1C2=O	2%[17.4 µM]	·	?	?	·	-13%[17.5 µM]	10%[11.6 µM]	-27%[11.6 µM]
COC(=O)c1c(NC(=O)c2nc(SCc3ccc(C)cc3)ncc2Cl)sc2c1CCCC2	·	-2%[76.3 µM]	-3%	·	·	·	-3%	-3%
CCOC(=O)c1[nH]c2ccc(OC)cc2c1NC(=O)c1cccc(OC)c1	-2%	-8%	-18%	-16%	?	-11%	?	?
O=C(/C=C/Nc1cccc(C(F)(F)F)c1)c1ccco1	-2%	1%	-17%	7%[10 µM]	10%	-6%	8%	-9%
CCOC(=O)c1[nH]c2ccccc2c1NC(=S)Nc1cccc(C)c1C	4%	?	?	·	4%	3%	13%	-11%
CCc1ccc(OCc2ccccc2C(=O)Nc2ccc3nc(C)cc(N)c3c2)cc1	-8%	·	?	-350%[inhibitor]	·	-5%	?	?
CCOC(=O)CSc1nc2c(sc(=S)n2Cc2ccco2)c(=O)n1-c1ccccc1	-5%	1%	-3%	-10%[0.074 µM]	-2%	-6%	-8%	-15%
CCn1c2ccccc2c2cc(NC(=O)C/C(C)=N/NC(=O)c3ccccc3N)ccc21	-6%	-18%	?	-9%	-11%	-5%	?	?
O=C(NCc1ccco1)C(=O)NCc1ccccc1Cl	-5%	0%	-1%	1%[10 µM]	1%	1%	1%	-7%
Cc1ccc(Nc2nc(-c3c(C)nc4ncccn34)cs2)cc1	-5%	?	14µM*	-150%[inhibitor]	4%	-3%	-5%	?
CCn1nc(C(=O)Nc2cccc3ccccc23)c(Cl)c1Cl	-1%	5%	?	-46%[inhibitor]	-10%	-19%	-1%	?
CCCCN(CC)S(=O)(=O)c1ccccc1	-6%	6%	-5%	-16%	-3%	3%	2%	-5%
CCOc1ccccc1NC(=O)c1ccoc1C	-3%	3%	-10%	-19%	1%	4%	1%	-5%
CCOC(=O)C1=C(C)N=C2SC(C(=O)OC)=CC(=O)N2C1c1ccc(F)cc1 (configuration not stated)	4%	-11%	?	-48%[inhibitor]	-10%	11%	-1%	-9%
Cc1cccc2[nH]c3c(N4CC=C(c5ccc(F)cc5)CC4)ncnc3c12	0%	9%	?	11%[10 µM]	1%[15.4 µM]	1%	?	14µM*[quencher]
CCCC(=O)Nc1ccc(NC(=O)c2ccco2)cn1	-2%	4%	0%	-28%[10 µM]	2%	6%	10%	2%
CC(C)(/C=N/O)/[N+]([O-])=C/c1ccco1	-13%	-4%	1%	-4%	-3%	-14%	3%	5%
CCN(CC)C(=O)CSc1nnc(COc2cccc(C)c2)n1C	1%	13%	5%	-2%[10 µM]	-3%	5%	3%	14%
O=C(O)/C=C/c1ccc(S(=O)(=O)N(CCO)CCO)cc1	2%	16%	-7%	-10%[10 µM]	?	-1%	-10%	-5%

Among those listed so far, two have a nitro group on carbon:
Structure	GAA spleen mod	GAA glycogen	Tau ThT inhib	HTT ATP protect	GAA inh	GLA spleen mod	Tau fibril FP	Tau fluor counter
O=C(COC(=O)c1cc([N+](=O)[O-])ccc1NCCO)c1ccccc1	-3%	-3%	3%	2%[10 µM]	-2%	0%	3%	-3%
CN(c1ccccc1)c1nc(N)c([N+](=O)[O-])c(N2CCCCC2)n1	-9%	0%	-22%	1%[10 µM]	·	-2%	1%	-13%

Carrying on.
Structure	GAA spleen mod	GAA glycogen	Tau ThT inhib	HTT ATP protect	GAA inh	GLA spleen mod	Tau fibril FP	Tau fluor counter
CCOc1ccc(-n2c([S-])c(C(=O)Nc3ccc(S(=O)(=O)N4CCOCC4)cc3)[n+]3cc(C(N)=O)ccc23)cc1	0%	-3%	?	-3%[10 µM]	·	3%	6%	?
COc1ccc(NC(=S)Nc2cccnc2)c(OC)c1	2%	4%	-2%	·	0%	-1%	1%	1%
CC(=O)c1ccc(NC2CC(O)C(O)CO2)cc1 (configuration not stated)	1%	7%	-8%	-12%	1%	6%	10%	-1%
COC(=O)c1sc(NC(=O)COc2ccccc2OC)nc1C	-2%	0%	-20%	-18%	-4%	2%	-3%	-12%
Cc1ccc(-c2noc(CSc3nnc(-c4ccccc4)n3C)n2)cc1	1%	-5%	?	-20%[0.074 µM]	0%	2%	-9%	-10%
N/C(=N/O)c1nc(N2CCCC2)nc(N(c2ccccc2)c2ccccc2)n1	-2%	-11%	-27%	14%[10 µM]	2%	-5%	3%	-9%
COC(=O)c1ccccc1NC(=O)c1cc2n(n1)C(C(F)F)CC(C(F)F)N2 (configuration not stated)	4%	-4%	-14%	-43%[inhibitor]	-3%	17%	-6%	-9%
COc1ccc2[nH]c(C(=O)NCCN3CCCCC3)cc2c1	-1%	6%	·	5%[10 µM]	·	-8%	-9%[2.34 µM]	-40%[2.34 µM]
CCOC(=O)Cn1c(=NC(=O)C(C)(C)C)sc2cc([N+](=O)[O-])ccc21	-5%	11%	-1%	35%[10 µM]	-4%	-1%	-4%	-16%
COc1ccccc1CC(=O)NC1CCC(C)CC1 (configuration not stated)	-7%	-7%	1%	·	?	0%	0%	-4%
Cc1ccc(-c2nc3ccccc3n3c(-c4ccccc4)c4c(=O)n(C)c(=O)n(C)c4c23)cc1	·	-1%[76.3 µM]	-1%	·	·	·	5%	-2%
CC(=O)N1C(=O)C(=C2C=C(C)OC(C)=C2)c2ccccc21	-3%	0%	?	-26%	-1%	3%	3%	-17%
CC1(C)Cc2c(c(N3CCOCC3)nc3sc(C(=O)N4CCCCC4)c(N)c23)CO1	1%	-10%	7%	-16%	2%	10%	8%	1%
Cc1ccc(Cn2ccc(NC(=O)c3cc(-c4cccs4)on3)n2)cc1	-3%	4%	-3%	-4%	-4%	3%	-8%	-18%
